# phage Ecoli inh = E. coli growth loss with phage present | growth absorbance | inhibition, % at 11.9 µM | 0.26% of 360,000 active; in the data active = inhibition above about 11%
# CAL PDZ FP-1 = inhibitors of human CAL PDZ peptide binding | Q9HD26 | purified CAL PDZ, TMR-peptide fluorescence polarization, 1 h | inhibition, % at 20 µM | 0.02% of 330,000 active | AID 504414;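 active = highest replicate inhibition of at least 40%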;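 also: plate controls were DMSO neutral control wells for no effect and unlabeled competitor peptide control wells for full effect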
#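 Material – purified CerCALP PDZ construct · Detection – FP readout, S and P plane fluorescence · Measure – percent inhibition from loss of millipolarization · Controls – unlabelled peptide for full inhibition, DMSO wells as neutral · Probe or stimulus – TMR-labelled reporter peptide T*-PRC34 bound in PDZ groove · Times – 1 h at RT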
# CAL PDZ FP-2 = blocks peptide binding to the human CAL PDZ domain | inhibition, % at 24.9 µM | 0.92% of 300,000 active | purified CAL PDZ, TMR-peptide fluorescence polarization, 1 h | Q9HD26 | AID 602252;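 active = mean inhibition of at least 30% with at least half of replicates also reaching 30%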;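 also: 0% = DMSO neutral control and 100% = excess unlabeled competitor peptide PRC23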
# AddAB inh = less growth of phage-infected E. coli with AddAB; E. coli expressing H. pylori AddAB, absorbance growth; 0.29% of 330,000 active; inhibition, % at 11.9 µM; in the data active = inhibition above about 12%;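 also: 0% = vehicle wells of infected cells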
# Ecoli viability = bacterial growth inhibition, counter-screen for AddAB inhibitors; 0.27% of 330,000 active; inhibition, % at 11.9 µM; E. coli V3065 growth, OD600 absorbance, 18 h;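 active = inhibition above the campaign's mean inhibition across all tested compounds plus 3 SD, cut at about 9.9% in these data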;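 also: uninfected addAB+ strain grown without phage in ampicillin broth; 0% = DMSO wells and 100% = ciprofloxacin 0.95 µg/ml wells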
# Wnt act = activates Wnt/beta-catenin signaling in a reporter cell assay | activator, plate reader | activation, % at 9.35 µM | 1.2% of 300,000 active; in the data active = activation above about 30%, passing the limit was not always enough;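 also: 0% = neutral control wells and 100% = positive control wells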
# Tat export inh = blocks Tat-dependent protein export in E. coli | inhibition, % at 10 µM | 0.036% of 340,000 active | AID 488895 | E. coli MC4100 TorA-mCherry Tat export, fluorescence;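 active = mean replicate inhibition at least 50% and at least half of replicates individually reaching 50%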;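 also: exported cargo escapes ClpAP degradation while cytoplasmic cargo is degraded and loses fluorescence; 0% = median of neutral control wells and 100% = median of NaSCN control wells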
# SR-BI HDL uptake = mouse SR-BI HDL lipid transfer inhibition. ldlA[mSR-BI] CHO cells, DiI-HDL uptake fluorescence, 3 h. Q61009. 0.96% of 320,000 active. inhibition, % at 12.5 µM;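 active = mean replicate inhibition of at least 70% and a set share of replicates each scoring 70 or more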;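 also: 0% = median of neutral control wells and 100% = median of positive control wells; values of inactives mirror those of a sister screen read the other way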
# Target sequence (Q61009 whole entry, looked up): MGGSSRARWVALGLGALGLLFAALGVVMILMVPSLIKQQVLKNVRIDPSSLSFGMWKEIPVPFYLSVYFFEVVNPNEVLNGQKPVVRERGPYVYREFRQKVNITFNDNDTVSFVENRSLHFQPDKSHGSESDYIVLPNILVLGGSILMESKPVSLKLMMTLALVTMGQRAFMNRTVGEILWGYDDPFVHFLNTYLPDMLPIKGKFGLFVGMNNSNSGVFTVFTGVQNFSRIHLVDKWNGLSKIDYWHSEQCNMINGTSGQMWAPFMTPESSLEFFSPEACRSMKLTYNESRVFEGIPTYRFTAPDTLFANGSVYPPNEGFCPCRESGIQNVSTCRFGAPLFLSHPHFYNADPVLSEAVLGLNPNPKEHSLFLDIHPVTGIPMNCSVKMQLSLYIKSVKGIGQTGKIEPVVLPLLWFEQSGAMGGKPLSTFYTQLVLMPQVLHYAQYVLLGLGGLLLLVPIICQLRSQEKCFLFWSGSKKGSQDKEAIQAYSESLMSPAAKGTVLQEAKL
# SR-BI uptake up = activators of SR-BI mediated HDL lipid uptake | 0.096% of 320,000 active | AID 504775 | CHO ldlA[mSR-BI] cells, DiI-HDL uptake fluorescence, 3 h; 100 = double the neutral-control signal | activation, % at 12.5 µM;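 active = mean replicate activation of at least 60% and every replicate at or above 60%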;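 also: 0% = median plate neutral-control signal and 100% = twice that signal; values of inactives mirror those of a sister screen read the other way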
#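 System: LDL receptor-deficient CHO ldlA cells overexpressing murine SR-BI | Timing: 3 h uptake period with compound, 37 °C | Medium: HEPES-buffered (25 mM, pH 7.4) F12 plus 0.5% BSA | Dosing: Single-point compound dose | Signal: Bottom-read fluorescence, 550/595 nm | Read-out: Retained DiI signal reflecting DiI-HDL uptake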
# MITF TRPM1 HTS = activators of MITF-driven TRPM1 promoter activity in SK-MEL-5 cells; activation, % at 12.5 µM; 0.75% of 300,000 active; AID 588334; SK-MEL-5 TRPM1-promoter luciferase, 24 h; % of positive control, neutral wells = 0;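 active = mean activation of at least 80% with every replicate also reaching 80%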;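 also: 0% = neutral control wells and 100% = parthenolide positive control wells; values of inactives mirror those of a sister screen read the other way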
# An asterisk follows results filed as active; / = not tested or not shown; & = joins results of further samples.
Compound	SR-BI HDL uptake	Tat export inh	AddAB inh	MITF TRPM1 HTS	phage Ecoli inh	CAL PDZ FP-2	SR-BI uptake up	CAL PDZ FP-1	Wnt act	Ecoli viability
Cc1ccc(NC(=O)c2ccc(N3C(=O)C4CC=C(Cl)CC4C3=O)cc2)cc1 (stereo not drawn)	62	2	-2.0	-4	-0.6	-4	-62	-1.6	1	0.1
CC1CCCCC1NC(=O)C1CCN(S(=O)(=O)c2ccc3c(c2)CCC(=O)N3)CC1 (stereo not drawn)	5	-4	6.1	4	3.2	/	-5	-1.3	0	1.5
Cc1cc(N/N=C/c2ccccc2F)nc(NCc2ccccc2)n1	17	5	-0.3	2	3.3	-5	-17	-0.1	-1	1.1
CC1CCCCN1S(=O)(=O)c1ccc2c(c1)CCN2C(=O)C1CC1 (stereo not drawn)	23	7	2.1	4	1.4	0	-23	-1.7	-1	-2.0
O=C(NCC1(c2ccccc2)CCCC1)C(=O)NCC1(c2ccccc2)CCCC1	43	4	/	/	2.6	-5	-43	-0.1	-3	/
N#Cc1ccc(NC(=O)COC(=O)c2cccnc2Cl)cc1	4	10	2.3	0	0.2	-4	-4	-0.2	-3	-0.8
O=C(CN1C(=O)CCS(=O)(=O)c2ccccc21)NCCc1ccccc1	4	-1	0.5	14	-0.1	-3	-4	-2.4	0	0.8
N#CCCN(C(=O)CSc1ncccn1)c1ccc2c(c1)OCCO2	-13	-6	0.4	5	4.2	/	13	0.3	1	-1.1
Cc1ccc(OCCOCCN2CCN(C)CC2)c([N+](=O)[O-])c1	-9	-8	-0.2	-10	-6.0	-3	9	-1.7	-2	-6.7
O=C(CSc1nnnn1-c1ccc(F)cc1)NNC(=O)c1ccco1	-24	10	-0.5	7	0.5	-7	24	7.1	4	0.6
COc1ccc(OCC(=O)Nc2cccc3ncccc23)cc1	7	2	-2.4	5	-1.4	0	-7	-1.1	/	-2.4
O=C(N/N=C/c1ccccn1)c1ccc(S(=O)(=O)N2CCCCCC2)cc1	11	-2	0.7	11	5.9	-1	-11	-3.7	0	-2.0
CCOC(=O)C(C(=O)OCC)C(Nc1ccccc1)c1ccccc1 (stereo not drawn)	-29	-2	0.7	12	1.5	5	29	-0.3	-3	2.7
CC1=C(C(=O)OC(C)C)C(c2ccsc2)NC(=O)N1C (stereo not drawn)	5	-8	1.3	8	3.5	/	-5	-0.9	/	2.0
O=C(CCc1ccccc1)Nc1cccnc1Cl	-25	-6	0.3	/	2.4	/	25	0.1	11	-2.4
CCOC(=O)C1(Cc2cccc(F)c2)CCN(Cc2cnc(C)s2)CC1	-11	2	0.5	-10	3.2	4	11	-2.0	16	-2.3
O=C(CSc1ncnc2c1cnn2Cc1ccccc1)Nc1ccc2c(c1)OCCO2	1	-1	3.0	-7	3.1	-2	-1	0.0	-10	2.5
COc1ccccc1CCN=C(N)NS(=O)(=O)c1ccc(F)cc1	-7	14	1.6	14	0.6	3	7	-0.4	-3	-2.9
c1ccc2c(c1)ccn2CCCN1CCCCC1	-9	-4	/	-10	0.9	-1	9	-0.2	-3	/
COC(=O)c1ccccc1NC(=O)c1cccs1	29	-7	1.7	-1	3.3	-1	-29	-0.9	0	2.3

# 2 neighbouring entries out of the list so far, quoted:
Compound	SR-BI HDL uptake	Tat export inh	AddAB inh	MITF TRPM1 HTS	phage Ecoli inh	CAL PDZ FP-2	SR-BI uptake up	CAL PDZ FP-1	Wnt act	Ecoli viability
O=C(NCC1(c2ccccc2)CCCC1)C(=O)NCC1(c2ccccc2)CCCC1	43	4	/	/	2.6	-5	-43	-0.1	-3	/
N#Cc1ccc(NC(=O)COC(=O)c2cccnc2Cl)cc1	4	10	2.3	0	0.2	-4	-4	-0.2	-3	-0.8

# Remaining list, next part.
Compound	SR-BI HDL uptake	Tat export inh	AddAB inh	MITF TRPM1 HTS	phage Ecoli inh	CAL PDZ FP-2	SR-BI uptake up	CAL PDZ FP-1	Wnt act	Ecoli viability
O=C(CCC(=O)OCc1ccc(Cl)cc1)Nc1cccc([N+](=O)[O-])c1	-12	-3	4.2	/	1.9	-6	12	-2.2	-6	4.4
c1ccc2[nH]c(-c3ccnc4ccccc34)nc2c1	1&22	7&1	-2.8&1.1	18&4	2.8&1.2	-1&-6	-1&-22	-2.9&-2.6	38*	-0.9&-1.4
CCc1ccc(NC(=O)N(Cc2cccnc2)Cc2ccco2)cc1	8	0	1.4	-9	-0.5	-1	-8	-0.5	/	0.0
CCC(C)C(NC(N)=O)C(=O)Nc1ccc(S(=O)(=O)Nc2ccc(OC)cc2)cc1 (stereo not drawn)	32	-4	2.4	3	4.9	3	-32	-3.2	-2	-0.6
NC(=O)CSc1nnc(Cn2c(=O)sc3ccccc32)n1-c1cccc(Cl)c1	1	12	1.4	-7	0.8	-3	-1	-0.4	/	0.7
O=c1oc2ccccc2n1CCn1c2ccccc2c2nc3ccccc3nc21	15	3	3.8	9	4.6	-1	-15	-0.6	-9	2.0
Cc1sc(N)c(C(=O)c2ccccc2Cl)c1C	21	-6	1.4	-2	4.7	-5	-21	0.5	/	1.3
CCc1ccc(S(=O)(=O)Nc2c(C)nc3nc[nH]n3c2=O)cc1	4	-8	2.8	6	1.9	-4	-4	-0.6	-2	-1.3
CC(C)(C)c1nnc2sc(SCC(=O)N3CCCCC3)nn2c1=O	-6	2	0.5	2	1.6	0	6	-0.4	5	0.7
COCCNC(=O)c1cc(S(=O)(=O)N(C)c2ccccc2OC)ccc1C	/	30	1.1	-12	0.8	-1	/	-2.6	-1	2.3
Cc1ccccc1S(=O)(=O)Cc1ccc(C(=O)N2CCN(c3ccccc3F)CC2)o1	21	-3	1.4	7	2.4	-1	-21	-3.7	-5	-0.4
O=C(COC(=O)C12CC3CC(CC(O)(C3)C1)C2)Nc1cccc(Br)c1	28	1	/	17	-0.2	-2	-28	-2.5	14	/
COc1ccccc1CNC(=O)C(NC(=O)C1CCCCC1)C(C)C (stereo not drawn)	-12	-2	-0.6	2	-0.8	-10	12	-1.5	-1	3.1
COC(=O)c1sc(N(C)C)c(C#N)c1-c1ccccc1	4	2	3.3	/	2.7	/	-4	-1.5	-2	1.4
O=C(/C=C/c1ccccc1)NC(=S)Nc1ccc(CN2CCOCC2)cc1	19	4	2.5	1	5.8	-3	-19	-2.3	-3	-1.9
CC(C)c1ccc(CNC(=O)C2CC(=O)N(C3CCCCC3)C2)cc1 (stereo not drawn)	-27	-4	-0.2	-5	6.6	-4	/	0.8	-2	-1.4
Cc1ccc(S(=O)(=O)N(CC(=O)Nc2ccc(C)cc2C)C(=O)N2CCN(C)CC2)cc1	-9	6	3.2	-5	-1.6	/	9	0.3	-5	-0.7
CCCCC1CCC(C(=O)NC2CCS(=O)(=O)C2)CC1 (stereo not drawn)	2	8	4.1	-5	3.7	-2	-2	/	/	2.0
CCOc1ccc(-c2c(C(=O)N/N=C/C3CCCCC3)nnn2-c2nonc2N)cc1	3	4	-0.2	6	4.0	8	-3	-1.1	-2	-1.3
Oc1c(CN2CCOCC2)cc(CN2CCOCC2)cc1CN1CCOCC1	-4	0	/	17	4.3	4	4	1.0	-6	/

# (cont.)
Compound	SR-BI HDL uptake	Tat export inh	AddAB inh	MITF TRPM1 HTS	phage Ecoli inh	CAL PDZ FP-2	SR-BI uptake up	CAL PDZ FP-1	Wnt act	Ecoli viability
COc1ccc(C2C(C(=O)NCc3ccco3)CCC(=O)N2c2ccc(OC)cc2)cc1 (stereo not drawn)	-26	1	-0.9	1	1.4	/	26	0.1	-5	-2.6
CCOc1ccc(C(=O)N[C@H](C(=O)Nc2ccccc2OC)C(C)C)cc1	/	-13	4.9	-5	-0.6	-2	/	-2.5	-3	1.3
COc1cc(OC)cc(C(=O)N2CCN(Cc3ccccc3Br)CC2)c1	12	-3	0.3	4	1.3	-4	-12	-0.3	4	0.1
O=C(COC(=O)/C=C/c1ccc(Br)o1)NC1CCCCC1	-9	-1	1.3	4	3.3	-2	9	-0.2	5	0.0
Cc1c(NC(=O)Nc2ccccc2)c(=O)n(-c2ccccc2)n1C	-17	-5	/	0	-0.2	-4	17	-0.5	-2	/
CCC(=O)Nc1cc2c3c(c1)CCC(=O)N3CCC2	-10	0	2.3	-8	0.4	5	10	-2.1	0	-0.1
Cc1ccc(-n2cccc2/C=C2/C(=N)N3C(=NC2=O)SN=C3S(C)(=O)=O)cc1	-7	-10	-1.0	9	2.6	-5	7	-4.2	2	-4.0
COc1ccc(N2CCN(CC(=O)NC(C)c3ccccc3)CC2)cc1 (stereo not drawn)	-24	1	1.7	-3	4.0	/	24	0.8	-1	2.4
O=C(CN1C(=O)CSC1=O)Nc1ccccc1N1CCOCC1	10	-3	3.2	6	1.9	-4	-10	0.8	/	0.1
Fc1ccc2c(c1)/C(=N/Nc1ccccn1)CCS2	17	-6	-3.2	-1	-4.9	-2	-17	0.4	0	-2.5
CC(C)CCN(C(=O)CNC(=O)c1ccco1)C(C(=O)NC1CCCCC1)c1cccnc1 (stereo not drawn)	-12	7	2.1	-3	-0.5	-3	12	-3.0	-2	-1.8
O=C(CCCCn1c(=O)c2ccccc2n(CC(=O)Nc2ccc(F)cc2)c1=O)NCc1ccco1	-14	-4	3.0	/	0.5	/	14	-2.1	-4	-1.4
Cc1ccc(N=Nc2ccc(O)c3ncccc23)cc1C	5	-6	0.0	-36	4.1	1	-5	0.2	1	-1.3
CC(=O)Nc1ccc(/C=C/c2nc3ccccc3[nH]c2=O)cc1	/	18	1.8	42	2.6	-4	/	-0.4	8	-2.0
CN(C)S(=O)(=O)c1ccc2oc(SCC(=O)Nc3ccccc3F)nc2c1	/	7	-0.8	114*	-0.1	/	/	-0.3	0	0.4
COc1cccc(-c2c(C(=O)O)cc(O)c3ccc(OC)cc23)c1	-4	-1	/	12	-0.3	-2	4	-0.1	-3	/
Cc1ccccc1NC(=O)c1ccc2ccccc2c1	1	-5	4.2	73	4.3	2	-1	/	3	0.5
Cc1ccc(-c2noc(CCC(N)=O)n2)cc1	-3	1	2.6	/	-0.3	0	3	-1.7	5	1.1
CSc1ncc(Cl)c(C(=O)NCc2cccnc2)n1	3	-2	/	10	3.1	-4	-3	1.1	0	/
Cc1nc(NC(=O)COC(=O)c2ccc(S(=O)(=O)N3CCc4ccccc4C3)cc2)c(Cl)cc1Cl	-13	1	3.4	-5	2.5	-2	13	-1.2	1	-5.5

# The list continues:
Compound	SR-BI HDL uptake	Tat export inh	AddAB inh	MITF TRPM1 HTS	phage Ecoli inh	CAL PDZ FP-2	SR-BI uptake up	CAL PDZ FP-1	Wnt act	Ecoli viability
C/C(=N\NC(=O)c1ccc(N(C)C)cc1)c1ccc(C)cc1C	-9	-3	3.8	5	4.3	-1	9	0.2	-1	3.2
O=C(NCc1nc2ccccc2[nH]1)c1cccc(S(=O)(=O)N2CCCCC2)c1	1	-5	5.4	8	5.6	-5	-1	-0.6	4	2.7
O=C(O)CN1C(=O)C2C3C=CC(C2C1=O)C1C(=O)N(CC(=O)O)C(=O)C31 (stereo not drawn)	-21	-11	3.5	-7	1.4	-3	21	-2.8	-1	1.4
COc1ccc(N2C(=O)CCC2=O)c(OC)c1	1	7	1.4	6	1.2	3	-1	-0.6	1	-0.5

# Screening results from PubChem.
